DT40 TDP1 no CPT = qHTS for Inhibitors of human tyrosyl-DNA phosphodiesterase 1 (TDP1): qHTS in cells in absence of CPT; DT40 Tdp1-/- hTDP1 cells, no CPT, ATP luminescence, 48 h; Potency, µM (doses to about 46.2 µM), inactives show at the highest dose activity change, negative = growth inhibition, hits mostly inhibitors; 420,000 compounds, 15% hits; active = well fitted inhibition curve with a large enough effect; inconclusive = small, poorly fitted or top-dose-only effect; also: nearly all actives have a fitted effect of over 55% in size
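Growth kinetics read by CellTiter-Glo luminescence after ≥48 hr at 37 °C. Cells: DT40 Tdp1-/- stably carrying human TDP1, 400 per well, compound exposure in the absence of CPT (DMSO vehicle).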
An asterisk follows results filed as active; ? = inconclusive. % is scaled to controls: 0 for no effect and ±100 for the full control effect; potency is read from the fitted curve at half-maximal effect.

SMILES | DT40 TDP1 no CPT
COC(=O)CCNC(=O)c1ccc2nc(Cc3ccc(OC)cc3)oc2c1 | -20%
O=C(Nc1ccc(Cl)cc1)N[C@@H]1CC[C@H](CCNS(=O)(=O)c2ccccc2F)O[C@@H]1CO | ?
CC1(C)CC(=O)C=C(c2ccc(-c3cnn(Cc4ccccc4)c3)cc2)C1=O | ?
Nc1nc(SCC(=O)c2ccc(Cl)cc2)c2ncn(C3OC(CO)C(O)C3O)c2n1 (centres undefined) | ?
Cc1cn(CC(=O)NCc2ccc3c(c2)OCO3)c(=O)[nH]c1=O | 0%
CCc1ccc(C(O)c2ncc(-c3ccc4ccccc4c3)[nH]2)cc1 (centres undefined) | ?
Clc1cc(Cl)cc(Nc2ccccc2CN(C/C=C/c2ccc3c(c2)OCO3)Cc2ccccc2)c1 | -9%
Cc1ccc(-c2nc3ncccc3o2)cc1NC(=O)c1ccc2c(c1)OCO2 | -13%
Cc1ccc(-c2csc(C(C#N)=C(O)CN3CCN(C(=O)c4ccco4)CC3)n2)cc1 | -14%
Fc1cccc(Cc2c(-c3ccc(Cl)cc3)nc3c(Cl)cc(C(F)(F)F)cn23)c1 | -20%
COP(=O)(OC)C(Nc1ccc(C)cc1)c1ccc(Br)cc1 (centres undefined) | -26%
C#CCOCCOCCOCCNc1nc(N2CCN(C(=O)[C@H]([C@@H](C)CC)n3cc(CCC(=O)O)nn3)CC2)nc(N2CCN(C(=O)[C@H](Cc3ccc(O)cc3)n3cc(CCO)nn3)CC2)n1 | 5%
CCc1nc2c(OCc3ccc(C(=O)OC)cc3)cccn2c1N(C)C(=O)C(C)C | ?
CCc1nc2c(OCc3ccc(OC)cc3)cccn2c1N(C)C(=O)c1ccco1 | ?
O=C1C2CCCCN2C(=O)N1CCCCN1CCN(c2cccc(C(F)(F)F)c2)CC1 (centres undefined) | ?
Cc1ccc2c(C(=O)CNc3nc(C)c(C)s3)c(C)[nH]c2c1 | ?
CC(=O)Nc1ccc(CNc2nc3cc(-c4ccccc4C)sc3c(=O)n2C)cc1 | ?
COc1cccc(C(=O)NCC2Cc3cccc(-c4nc(C)cnc4C)c3O2)c1OC (centres undefined) | ?
COc1ccccc1N1CCN(CCN2C(=O)CC(=C3c4ccccc4-c4ccccc43)C2=O)CC1 | ?
Cc1ccc(S(=O)(=O)N2CCN(c3nc(-n4cccn4)nc4ccccc34)CC2)cc1 | ?
N#CC(=C(c1ccccc1)c1ccccc1)c1ccccc1 | ?
CC(=O)Nc1cc(=O)c2cccnc2[nH]1 | 4%
Cc1ccc(OCCCC(=O)N(C)CC(=O)Nc2c(C)cccc2C)cc1 | ?
COc1cc(=O)n2c(c1C(=O)N(C)Cc1ccsc1)CCN(Cc1c(C)nc3sccn13)CC2 | -24%
Cc1ccc([C@H]2C[C@H](n3cc(COC(=O)c4ccccc4)nn3)[C@@H](O)CN2Cc2cccs2)cc1 | ?
COCCNC(=O)C1Cc2c(-c3ccc(NC(C)=O)cc3)ccnc2O1 (centres undefined) | ?
Cc1cc2nc(C3CCCCC3)c(Cc3cccc(Cl)c3)n2c(C)c1Br | -25%
COc1ccc2[nH]c(=O)c(-c3nnn(-c4ccc(F)cc4)n3)cc2c1 | 16µM*
O=C(CC1CC2CCC1C2)N1CCN(S(=O)(=O)c2ccc(C(F)(F)F)cc2)CC1 (centres undefined) | ?
CC1(C(=O)Nc2ccc3c(c2)OCCO3)CCN1Cc1ccc(-c2ccccn2)cc1 (centres undefined) | ?
S=C(NCc1ccccc1)C(=S)NCc1ccccc1 | 1%
CCOC(=O)c1c(C)[nH]c(C(=O)N(C)CC(=O)Nc2ccc(OCC)c(OCC)c2)c1C | ?
O=S1(=O)CC(N2CCC(Cc3ccccc3)CC2)CN1C1CCCCC1 (centres undefined) | ?
CSc1ccc(Cn2c(C)c(C(=O)NCc3ccccc3C(F)(F)F)sc2=O)cc1 | ?
OCCN(Cc1cccnc1)Cc1ccccn1 | ?
O=C(NC(c1ccc(-c2ccccc2)cc1)c1cnccn1)C1CCN(Cc2ccc(Oc3ccccc3)cc2)CC1 (centres undefined) | ?
Cc1ccccc1S(=O)(=O)N1C[C@H]2CON(C)[C@H]2C[C@H]1c1cccc(-c2ccccc2)c1 | 23µM*
CC(NC(=O)c1ccccc1)C(=O)Nc1ccccc1 (centres undefined) | 1%
CC1(C(=O)Nc2ccc3ccccc3c2)CCC(=O)N1CCc1c[nH]c2ccccc12 (centres undefined) | ?
O=C(Nc1ccc(C(=O)N2CCOCC2)cc1)C1CCC1 | -10%
CC(C#N)(NC(=O)CN1CCN(S(=O)(=O)c2cccc(F)c2)CC1)C1CC1 (centres undefined) | 6%
O=C(Nc1ccc(S(=O)(=O)Nc2cnc3ccccc3n2)cc1)c1ccc(Cl)cc1Cl | ?
CN(CC(=O)Nc1ccc(Cl)c(C(F)(F)F)c1)C(=O)C1CC(=O)N(c2ccc3c(c2)OCCO3)C1 (centres undefined) | ?
CCn1c(SCCN2CCCCC2)nc2c1c(=O)n(C)c(=O)n2C | -9%
CCCCC[C@@H](C)N1C[C@H](COCc2ccccc2)Oc2cc(N3CC[C@H](N(C)C)C3)ccc2S1(=O)=O | 18µM*
COc1cc(=O)n2c(c1C(=O)NCc1nonc1C)CCN(Cc1c[nH]c3ccccc13)CC2 | ?
Nc1cc(C(=O)N2CCN(c3ccccc3Cl)CC2)ccc1N1CC2CC(C1)c1cccc(=O)n1C2 (centres undefined) | ?
C1=C[C@H]2CCCN3CC[C@@H]([C@@H]2[C@]32CO2)[C@H]1CCOCc1ccccc1 | ?
CCc1nc2ccc(C(=O)N3CCCCC3)cn2c1N(CCC(C)C)CCN(C)C | -27%
COc1ccccc1NC(=O)/C(C#N)=C/c1cccn1C | -27%
CCOc1ccccc1NC(=O)c1nc(S(=O)(=O)Cc2ccccc2F)ncc1Cl | ?
N#CC(=C1C=C(Br)C(=NO)C=C1Cl)c1ccc(Cl)cc1 | 2.6µM*
COc1cccc(C(=O)N(Cc2cc3ccc(C)cc3nc2N(C)C)C2CC2)c1OC | -97%
CC12CCC3(CC1CCC1OC12)OCCO3 (centres undefined) | -7%
C=C(C)C(=O)Nc1ccc2nn(-c3ccccc3O)nc2c1 | ?
Cc1ccccc1-c1ccc(CN2CCc3nnc(C(NS(C)(=O)=O)C(C)C)n3CC2)cc1 (centres undefined) | ?
CC(C)COC(=O)N1CCCCC1c1cc(C(=O)N2CCOCC2)no1 (centres undefined) | -12%
CC(=O)N1CCN(C(=O)CCCNC(=O)c2ccc(Cl)cc2)CC1 | 1%
CN(C)CCCn1c2c3ccccc3ccc2c2oc(=O)c3ccccc3c21 | 4.6µM*
COc1cc2nc(N3CCN(C)CC3)nc(NC3CCN(Cc4ccccc4)CC3)c2cc1OC | 11µM*

Rewritten as tab-separated lines: part of the list above.
Molecule	DT40 TDP1 no CPT
Nc1cc(C(=O)N2CCN(c3ccccc3Cl)CC2)ccc1N1CC2CC(C1)c1cccc(=O)n1C2 (centres undefined)	?
C1=C[C@H]2CCCN3CC[C@@H]([C@@H]2[C@]32CO2)[C@H]1CCOCc1ccccc1	?
CCc1nc2ccc(C(=O)N3CCCCC3)cn2c1N(CCC(C)C)CCN(C)C	-27%
COc1ccccc1NC(=O)/C(C#N)=C/c1cccn1C	-27%
CCOc1ccccc1NC(=O)c1nc(S(=O)(=O)Cc2ccccc2F)ncc1Cl	?
N#CC(=C1C=C(Br)C(=NO)C=C1Cl)c1ccc(Cl)cc1	2.6µM*
COc1cccc(C(=O)N(Cc2cc3ccc(C)cc3nc2N(C)C)C2CC2)c1OC	-97%
CC12CCC3(CC1CCC1OC12)OCCO3 (centres undefined)	-7%
C=C(C)C(=O)Nc1ccc2nn(-c3ccccc3O)nc2c1	?
Cc1ccccc1-c1ccc(CN2CCc3nnc(C(NS(C)(=O)=O)C(C)C)n3CC2)cc1 (centres undefined)	?
CC(C)COC(=O)N1CCCCC1c1cc(C(=O)N2CCOCC2)no1 (centres undefined)	-12%
CC(=O)N1CCN(C(=O)CCCNC(=O)c2ccc(Cl)cc2)CC1	1%
CN(C)CCCn1c2c3ccccc3ccc2c2oc(=O)c3ccccc3c21	4.6µM*
COc1cc2nc(N3CCN(C)CC3)nc(NC3CCN(Cc4ccccc4)CC3)c2cc1OC	11µM*

Next compounds
SMILES | DT40 TDP1 no CPT
CC1Cc2nc(SCC(=O)N3CCCCC3)n(C)c(=O)c2S1 (centres undefined) | ?
CCn1cc(C2C3=C(CC(C)(C)CC3=O)N(c3ccc(C)cc3)C3=C2C(=O)CC(C)(C)C3)c(C)n1 | 15%
O=C(NCC1CC1)c1ccc(-c2cn[nH]c2)c2ccoc12 | ?
COC(=O)[C@]12CCCCC=C1N(Cc1ccco1)C(=O)[C@H](CC(=O)NCc1cccc3ccccc13)C2 | ?
COc1cc(OC)c(/C=C/c2cc(/C=C/c3c(OC)cc(OC)cc3OC)[n+](C)c3ccccc23)c(OC)c1 | 1.1µM*
COc1ccc(CN2C(=O)c3cccc4cccc(c34)C2c2nc3ccccc3[nH]2)cc1 (centres undefined) | ?
Cc1cc(-c2cc(NC=O)c3ncc(-c4cccc(C(=O)NCCN(C)C)c4)n3c2)cc(C)c1O | ?
CC(=O)c1cc(C)c(OCc2cn(CC(=O)c3ccc(O)cc3)nn2)c(C)c1 | -1%
CC(C)(C)c1ccc(CC(=O)N2CCC2(C)C(=O)NS(=O)(=O)c2ccc(Cl)cc2)cc1 (centres undefined) | 6%
COc1cc(OC)cc(C(=O)NCCCCc2ccccc2)c1 | 13µM*
C[C@H](CO)N1C[C@H](C)[C@H](CN(C)C(=O)Nc2cccc3ccccc23)OCc2cnnn2CCCC1=O | -6%
O=C1NC(Cc2ccccc2)c2nc3ccc(Br)cc3c(=O)n2-c2cc3ccccc3cc21 (centres undefined) | 7.3µM*
O=C(O)CC1Cc2ccccc2C1C(=O)O (centres undefined) | 5%
CC(=O)N=c1nc(-c2ccccc2)n(-c2ccccc2)s1 | ?
CN(c1ccccc1)S(=O)(=O)c1cc(C(=O)NCc2ccco2)ccc1Cl | ?
CC1(CNC(=O)C(=O)NCC2(C)CO2)CO1 (centres undefined) | 1.6µM*
C=CCC[C@H](CCCCC)OC(=O)/C=C/[C@H](O)[C@@H](O)C[C@H](O)CC=C | 26µM*
C=CCn1c(SCC(=O)Nc2cc(C)on2)nc2ccccc21 | -12%
O=C(NCc1ccc(F)cc1F)[C@@H]1CCCN1C(=O)[C@@H]1CCCN1 | -10%
CC(=O)NCC1(c2ccccc2)CCN(CCCC(=O)c2ccc(F)cc2)CC1 | -2%
COC(=O)c1ccccc1-c1cc(C)cc2c1OC(CNC(=O)C1CCOC1)C2 (centres undefined) | ?
CCN(CC)C(=O)C1=C(C)N(Cc2ccc(OC)cc2)C(=O)C(CC(=O)NCCCCc2ccccc2)C1 (centres undefined) | ?
CCCCCCCCN1C(=O)[C@H](CC(=O)NCCC(C)C)C[C@@]2(C(=O)OC)CCCCC=C12 | 16µM*
COc1cccc(CNC(=O)[C@@H]2CCCN2C(=O)[C@H]2CCCCN2C(=O)c2c(F)cccc2F)c1 | ?
CC(=O)c1cccc(-c2ccnc3c2CC(C(=O)NCc2ccncc2)O3)c1 (centres undefined) | ?
CCC1CN(CCNC(=O)c2scc3c2OCCO3)Cc2cc(OC)ccc2O1 (centres undefined) | ?
C[C@H]1CN([C@@H](C)CO)S(=O)(=O)c2ccc(Br)cc2O[C@H]1CN(C)C(=O)Cc1ccncc1 | 28%
COc1cccc(-c2cnc(C(O)c3cc(Cl)cc(Cl)c3)[nH]2)c1 (centres undefined) | ?
COc1ccc(NC(=O)Cn2nnc(-c3ccccc3)c2COc2ccc(C(C)=O)cc2)cn1 | ?
O=C(NN=Cc1ccc2c(c1)OCO2)c1ccncc1 | 7%
CC1(C(=O)NS(=O)(=O)c2ccc(Cl)cc2)CCN1C(=O)CCc1ccccc1 (centres undefined) | -8%
Cc1ccc(NC(=O)c2cc3c([nH]c2=O)CC(c2ccccc2)CC3=O)cc1 (centres undefined) | ?
O=C1NC[C@@H](CCCCN2C[C@H](Cc3ccc(O)cc3)N(Cc3ccccc3)C(=O)C2=O)N(CCC2CCCCC2)C1=O | -25%
N#CCOc1ccccc1CNC[C@H]1O[C@@H](n2cnc3c(=O)[nH]c(N)nc32)[C@H](O)[C@@H]1O | -1%
O=C1C2C3C=CC(C4CC34)C2C(=O)N1CCCCN1CCN(c2ccc(F)cc2)CC1 (centres undefined) | ?
Cc1cc(-c2ccc3c(c2)COc2c4ccccc4nn2-3)on1 | ?
O=S(=O)(c1ccccc1)N1CCN(CCOc2ccc(F)cc2)CC1 | ?
CCOC(=O)Cc1c(-c2cccc(Br)c2)nc2c3ccccc3ccn12 | 18µM*
Cc1ccc(NC(=O)CN(C)C(=O)C2CSC3(C)CCC(=O)N23)cc1 (centres undefined) | -11%
O=C(NC(Cc1nn[nH]n1)C(=O)OCc1ccccc1)OCc1ccccc1 (centres undefined) | -20%
Cc1cc(C)n(-c2cccc(C(=O)NCC3Cc4cccc(-c5ccccn5)c4O3)c2)n1 (centres undefined) | 12µM*
NNc1nnc(Cc2ccncc2)c2ccccc12 | -14%
Clc1nc(Cl)c2ncn(-c3ccccc3)c2n1 | 13µM*
CN(C)c1cccc(NC(=O)C2Cc3c(-c4ccc(Cl)cc4)ccnc3O2)c1 (centres undefined) | ?
ON(CCc1ccccn1)Cc1ccccc1 | -4%
O=C1Nc2ccccc2N=C(c2ccccc2)C1N(C(=O)c1ccnc2ccccc12)c1ccccc1 (centres undefined) | ?
CC1CC2(C)C(=CC1=O)CCC1C2C(O)CC2(C)C1CCC2(O)C(=O)CO (centres undefined) | ?
Cc1ccc2ccc(C(Nc3ccccc3)c3ccc(C(C)C)cc3)c(O)c2n1 (centres undefined) | 12µM*

Screening data from PubChem BioAssay.

This is a subset, so the mix of outcomes need not match the whole.
